Assay outcomes as filed in PubChem.
PNC inhibitor = blocks assembly of the perinucleolar compartment | PC3M PTB-GFP, PNC prevalence imaging, 16 h; stronger effect = lower value | activity change (PNC), negative = inhibition, % at 10 µM | hit rate 3.1% among 140,000;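 active = readout at or below -70, meaning at least 70% loss of cells showing the perinucleolar compartment, a nuclear body marking cancer cells; inconclusive = readout between -30 and a set limit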;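 note: plate controls were DMSO wells for no effect and camptothecin positive control wells for full effect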
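Compounds are pinned in duplicate onto adhered PC3M cells stably expressing GFP-tagged PTB and incubated 16 h at 37 C. Cells are then fixed, nuclei stained with Hoechst, and PNC-positive cells counted.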
ALOX15B inhib = blocks human 15-lipoxygenase 2 activity; O15296; purified 15hLO-2, xylenol orange hydroperoxide absorbance; Potency, µM (top dose mostly 57.1 µM), inactives show at the highest dose activity change, negative = inhibition, hits mostly inhibitors; hit rate 0.56% among 110,000; AID 881; note: potency is the fitted concentration of half-maximal effect; nearly all actives have a fitted effect of over 60% in size; many of its hits are not listed in these tables
Target sequence (O15296 whole entry, looked up): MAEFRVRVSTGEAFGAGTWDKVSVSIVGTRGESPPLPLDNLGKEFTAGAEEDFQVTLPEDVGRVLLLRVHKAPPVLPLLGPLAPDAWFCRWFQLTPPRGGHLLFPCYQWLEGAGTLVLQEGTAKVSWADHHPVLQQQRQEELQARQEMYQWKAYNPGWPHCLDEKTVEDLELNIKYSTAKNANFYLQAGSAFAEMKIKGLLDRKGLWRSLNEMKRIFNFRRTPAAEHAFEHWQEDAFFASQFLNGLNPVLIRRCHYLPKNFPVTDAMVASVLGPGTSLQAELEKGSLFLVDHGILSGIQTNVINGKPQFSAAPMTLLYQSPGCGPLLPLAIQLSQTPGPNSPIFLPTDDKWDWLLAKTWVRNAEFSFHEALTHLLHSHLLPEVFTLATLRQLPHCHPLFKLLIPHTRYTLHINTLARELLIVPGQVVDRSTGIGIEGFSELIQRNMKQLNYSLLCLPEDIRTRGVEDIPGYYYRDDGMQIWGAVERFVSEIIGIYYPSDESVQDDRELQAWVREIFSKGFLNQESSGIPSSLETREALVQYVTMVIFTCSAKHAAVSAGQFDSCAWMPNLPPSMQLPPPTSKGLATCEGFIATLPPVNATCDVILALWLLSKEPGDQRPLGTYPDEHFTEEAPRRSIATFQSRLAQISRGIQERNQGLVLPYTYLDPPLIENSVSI
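Purified human 15hLO-2 (50 nM final) preincubated with compounds 15 min at room temperature in 25 mM Hepes pH 7.5, 0.01% Triton X-100, then 45 uM arachidonic acid added for 90 min; hydroperoxide detected via ferrous/xylenol orange, 573/405 nm absorbance ratio.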
ALOX12 inhib = blocks human 12-lipoxygenase activity; hit rate 0.12% among 150,000; AID 1452; Potency, µM (highest dose often 57.1 µM), for inactives: at the highest dose activity change, negative = inhibition, most hits filed as inhibitors; P18054; purified 12-hLO, xylenol orange hydroperoxide absorbance; note: potency is the fitted concentration of half-maximal effect; nearly all actives have a fitted effect of over 55% in size; many of its hits are not listed in these tables
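Purified human 12hLO (150 nM final) was preincubated with compounds for 15 min at room temperature in 25 mM Hepes pH 7.0, 0.01% Triton X-100, then reacted with 40 uM arachidonic acid for 30 min. Hydroperoxide was detected with ferrous iron/xylenol orange.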
IMPase cell inh = cell-permeable inhibitors of inositol monophosphatase (IMPase); CHO-M1 cells, IP1 accumulation, HTRF TR-FRET ratio; inhibition (IP1 accumulation), % at 46.1 µM; 120,000 tested, under 10 active; P97697; active = well fitted curve in the direction sought with a large enough effect in the signal ratio, not every such curve was filed as active; inconclusive = small, poorly fitted or top-dose-only effect, or a change in a side signal; inactive = no such curve, though single readings can be large or run the other way; the % refers to the signal ratio;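 note: cells stimulated with carbachol in lithium chloride buffer; plate controls were DMSO basal wells for no effect and reference inhibitor wells for full effect; higher means more IMPase inhibition seen as more IP1 and lower FRET ratio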
Target sequence (P97697 whole entry, looked up): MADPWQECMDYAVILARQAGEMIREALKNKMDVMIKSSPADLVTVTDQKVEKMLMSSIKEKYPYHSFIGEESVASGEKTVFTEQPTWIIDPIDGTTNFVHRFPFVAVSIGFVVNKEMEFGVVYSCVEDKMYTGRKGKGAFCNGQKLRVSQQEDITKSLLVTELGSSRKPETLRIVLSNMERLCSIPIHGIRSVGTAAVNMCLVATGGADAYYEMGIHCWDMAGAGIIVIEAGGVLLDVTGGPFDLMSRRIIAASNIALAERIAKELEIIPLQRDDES
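Seeded CHO-M1 cells were dosed with compound at up to 46 uM, stimulated with carbachol for 30 min, then lysed in IP-One detection reagents. Higher IP1 lowers the TR-FRET signal.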
Numbers without * were called inactive; u = inconclusive; x = not tested or not shown; & = joins results of further samples; [ ] = remark or other dose. Unless noted, calls come from the whole dose curve; as a rule, active = well fitted curve in the direction sought with a large enough effect; inconclusive = small, poorly fitted or top-dose-only effect, or another doubt; inactive = no such curve, though single readings can be large; an effect the other way counts as inactive or inconclusive. Unless noted, % is set by controls: 0 for no effect and ±100 for the full control effect. The list is partial (hit frequency here may not be typical).

SMILES | PNC inhibitor | ALOX15B inhib | ALOX12 inhib | IMPase cell inh
COc1ccc(C)cc1NC(=O)c1ccc(OC(F)F)cc1 | 15 | x | -2% | x
COc1cc(C)nc(NCc2ccccc2)n1 | 3 | 17% | -2% | -4
CC(Sc1nnc2c(n1)C1CCC2(C)C1(C)C)C(=O)Nc1ccccc1 (stereo not given) | 12 | x | -4% | x
CCSc1nnc([C@H](Cc2ccccc2)NC(=O)OC(C)(C)C)o1 | -11 | 4% | 9% | 3
COc1cccc(NS(=O)(=O)CC23CCC(CC2=O)C3(C)C)c1 (stereo not given) | u | -4% | 2% | -2
CC(C)(C)n1nc2c(c1NC(=O)c1ccco1)CS(=O)C2 (stereo not given) | 7 | -1% | -4% | -11
COc1ccc(C(=O)CSc2nnc(-c3ccccc3)o2)cc1 | u | -3% | -2% | -7
CCN(CC)c1ccc(C=N/C(C#N)=C(\N)C#N)cc1 | -4 | -8% | -21% | u
CCSc1nnc(-c2cccc(S(=O)(=O)N(CC)CC)c2)n1Cc1ccccc1 | 20 | -6% | -8% | 8
Nc1ccccc1C(=O)Nc1cccc(C(=O)O)c1 | 28 | -2% | -4% | 7
COc1ccc(-c2noc(CN(C)S(=O)(=O)c3ccc(Cl)cc3)n2)cc1OC | -92* | 6% | -6% | 6
CCOC(=O)C1=C(C)Nc2sc(C(=O)c3ccc(F)cc3)c(N)c2C1c1ccc(C(=O)OC)cc1 (stereo not given) | 24 | x | -12% | -2
CCc1nccn1C(=O)c1cnn2c(C(F)F)cc(-c3ccccc3)nc12 | 6 | -1% | -10% | 3
Cc1ccc(N(CC(O)Cn2c3ccccc3c3ccccc32)S(C)(=O)=O)c(C)c1 (stereo not given) | u | 7% | -18% | 4
COc1ccccc1N1CCN(C(c2ccc(C)cc2)c2nnnn2C(C)C)CC1 (stereo not given) | u | -4% | -5% | -2
CCCC(=O)c1cc(-c2nc3ccccc3n2C)n(C)c1 | u | 0% | 2% | -1
Cc1cc(C)n(-c2nc3ccccc3c(=O)n2OC2CCCCC2)n1 | -11 | -6% | -7% | 6
Nc1ncnc(N2CCOCC2)c1N | u | x | -6% | x
CC(C)=NOC(=O)c1ccc(-c2ccccc2)cc1 | -20 | x | 4% | x
O=[N+]([O-])c1ccc(N2CCN(S(=O)(=O)c3ccccc3)CC2)cc1NCC1CCCO1 (stereo not given) | u | x | -1% | -4
Cc1c(-c2nnnn2-c2ccc(F)cc2)cnc2cc3c(cc12)OCO3 | 5 | 2% | 8% | 5
NS(=O)(=O)c1ccc(NC(=S)NC(=O)c2ccco2)cc1 | 66 | x | 0% | x
O=C(O)c1ccc(CNCc2cccc(Cl)c2Cl)cc1 | -1 | 0% | 3% | 4
O=C(CN1CCN(Cc2ccccc2)CC1)N/N=C/C=C/c1ccccc1[N+](=O)[O-] | 15 | x | 4% | x
Nn1c(SCC(=O)NC(=O)NC2CCCC2)nnc1-c1ccccc1F | -13 | -8% | -3% | -2
Cc1cc(Nc2c(C)n(C)n(-c3ccccc3)c2=O)n2c(nc3ccccc32)c1C#N | -16 | -7% | -5% | 7
C=C1C[C@@]23C[C@@]1(O)CCC2[C@@]12C=CC(O)[C@](C)(C(=O)O1)C2C3C(=O)O (stereo not given in full) | x | -6% | 0% | x
O=c1cc(O)c2c(=O)n(-c3ccccc3)c3c(c2o1)CCCCC3 | -7 | x | 2% | x
CCCN(CCC)CC(O)Cn1cc(/C=C/C(=O)c2cccs2)c2ccccc21 (stereo not given) | -24 | x | -3% | 9
COc1ccc(C)cc1NC(=O)CN1CCN(S(=O)(=O)c2ccc(C(C)C)cc2)CC1 | u | 7%[2.29 µM] | 2% | 7
CCOc1ccc(NC(=O)CSc2nnc(CCNC(=O)c3ccc(OC)cc3)n2CC)cc1 | 79 | -5% | 2% | -2
NNc1nc2ccc(Cl)cc2s1 | 46 | x | u | 8
Cc1ccc(C2NC(=O)c3c(sc4c3CCN(C)C4)N2)s1 (stereo not given) | 9 | 37%[activator] | -8% | -1
C(=N\Nc1ncnc2sc3c(c12)CCC3)/c1cccs1 | 105 | 44%[activator] | 0% | 9
CC(=O)c1ccc(NC(=O)CSc2nc(N)c3cc4c(nc3n2)CCCC4)cc1 | 1 | x | 3% | -7
CC1(C)CC2CC(C)(CN2C(=O)COC(=O)c2ccc(Cl)cc2N)C1 (stereo not given) | -8 | -10% | -7% | 6
CCOC(=O)c1ccc[n+](CC(=O)c2ccc(OC)cc2)c1 | 4 | x | 0% | x
C=CCn1c(SCC(=O)c2ccc(Cl)s2)nc2ccccc2c1=O | 23 | -12% | 4% | 0
Cc1cccc(C)c1NC(=S)N(Cc1ccco1)C1CCN(C(C)C)CC1 | -16 | x | 0% | 2
CCN(CC)C(=O)CN1C(=O)C2CC=C(Cl)CC2C1=O (stereo not given) | -2 | 9% | -11% | 5
O=C(NCc1ccccc1)[C@H]1C[C@@H]1[C@H](NP(=O)(c1ccccc1)c1ccccc1)c1ccccc1 | u | 27% | 1%&-2% | x
CC(C)(C)c1ccc(C(=O)NC(=S)NCC2CCCO2)cc1 (stereo not given) | -19 | x | u | -3
CCc1cc2c(NCc3ccco3)ncnc2s1 | -6 | -5% | 2% | 2
O=C(Nc1ccc(Cl)cc1)N1CCC(c2nc(-c3ccc(F)cc3)no2)CC1 | u | 1% | -16% | 8
CCOc1ccc2nc(NCCNS(=O)(=O)c3ccccc3)c(C#N)cc2c1 | -27 | -13% | -22% | -3

Some entries already given, limited to ALOX15B inhib, PNC inhibitor and IMPase cell inh.
mol	ALOX15B inhib	PNC inhibitor	IMPase cell inh
CCN(CC)C(=O)CN1C(=O)C2CC=C(Cl)CC2C1=O (stereo not given)	9%	-2	5
O=C(NCc1ccccc1)[C@H]1C[C@@H]1[C@H](NP(=O)(c1ccccc1)c1ccccc1)c1ccccc1	27%	u	x

More results.
SMILES | PNC inhibitor | ALOX15B inhib | ALOX12 inhib | IMPase cell inh
Nc1c(-c2ccc(F)cc2)cnc2ncnn12 | 83 | x | 9% | -2
Cc1onc(-c2c(Cl)cccc2Cl)c1C(=O)n1nnc2ccccc21 | -3 | -7% | -1% | 2
Cc1csc(NC(=O)/C=C/c2ccc3c(c2)OCO3)n1 | u | x | -3% | x
CCN1C(=O)OC2(CCCCC2)C1(C)O (stereo not given) | 8 | 0% | 2% | 3
CCOC(=O)c1cc(NC(=O)c2cc(C)on2)cc(C(=O)OCC)c1 | u | -3% | 2% | -4
CCCCNC(=O)CCCCC(=O)N/N=C/c1ccccc1Cl | 47 | x | 8% | x
CC(=O)N1CCC[C@@]2(CCN(Cc3nccs3)C2)C1 | x | 5% | 1% | x
CC(C)C(=O)N1CCN(c2nc(-c3ccccc3)c3c(c2C#N)CC(C)(C)OC3)CC1 | 28 | -3% | -4% | 2
C[n+]1cn(CC(O)COCc2ccccc2)c2ccccc21 (stereo not given) | 34 | 3% | -1% | 6
O=C(NCc1cccs1)C1CC(c2ccccc2O)=NO1 (stereo not given) | -21 | -3% | -7% | 4
CCCCN(CCCC)C(=O)CSc1nnc(-c2cc(OC)c(OC)c(OC)c2)o1 | 8 | 3% | -3% | 10
N#Cc1c(N)nc(SCC(=O)NCCc2ccccc2)c(C#N)c1-c1cccs1 | u | -17% | -3% | u
CSc1nc(C)cc(SCC(=O)Nc2ccccc2)n1 | -1 | -10% | 0% | 1
CCOC(=O)c1nnn(-c2nonc2N)c1CNC(C)C | 13 | -1% | 0% | 2
Cc1cccc(N2C(S)=C(C#N)C(=O)NC2c2cccs2)c1 (stereo not given) | -84* | x | 3% | -6

2 compounds drawn at random from the list so far, as already listed:
SMILES | PNC inhibitor | ALOX15B inhib | ALOX12 inhib | IMPase cell inh
O=C(NCc1cccs1)C1CC(c2ccccc2O)=NO1 (stereo not given) | -21 | -3% | -7% | 4
CCOC(=O)c1cc(NC(=O)c2cc(C)on2)cc(C(=O)OCC)c1 | u | -3% | 2% | -4

Following part:
SMILES | PNC inhibitor | ALOX15B inhib | ALOX12 inhib | IMPase cell inh
O=C(Oc1cccc2cccnc12)c1ccc(Br)o1 | -19 | 0% | -25% | -5
CC(C)C1C(C#N)=C(N)Oc2n[nH]c(C(C)(C)C)c21 (stereo not given) | u | 4% | -7% | 5
COC(=O)c1c(N(S(C)(=O)=O)S(C)(=O)=O)sc2c1CCN(c1ncc(C(F)(F)F)cc1Cl)C2 | 8 | 12% | -2% | 0
CCOC(=O)N1CCC(N2CCN(S(=O)(=O)c3ccc(NC(C)=O)cc3)CC2)CC1 | u | -6% | -2% | 8
CC(C)CC(N=C1NC(C)(C)Cc2ccccc21)C(=O)O (stereo not given) | u | x | 1% | -5
COc1ccc2c(c1)c(CC(=O)Nc1cc(C)ccc1C)c(C)n2C(=O)c1ccc(Cl)cc1 | 4 | x | 4% | x
Cc1ccc(NCC(=O)N/N=C/c2ccc(-c3cccc(C(F)(F)F)c3)o2)cc1 | -4 | x | -6% | 0
CCCC(=O)c1ccc(N2CCN(C(=O)OCC)CC2)c(F)c1 | 4 | 0% | -2% | 11
CCN1CCN(Cc2nc3c(c(=O)[nH]c(=O)n3C)n2Cc2ccccc2Cl)CC1 | -16 | x | -3% | -9
Cc1ccc(C(NC(=O)c2ccccc2)C(Cl)Cl)cc1 (stereo not given) | u | x | -3% | x
CSC1=C(C#N)C(c2ccccc2Cl)C(C(=O)c2cccs2)C(O)(C(F)(F)F)N1 (stereo not given) | u | x | -4% | x
CC1=CC(C)(C)N(C(=O)CSc2nnc(N)s2)c2c(C)cc(C)cc21 | 48 | -8% | 8% | 3
Cc1cccc(Nc2nc(N3CCCC3)nc(N3CCCC3)n2)c1 | -11 | 31%[activator] | -5% | 1
COc1ccc(/C(=N\O)c2ncc(C(F)(F)F)cc2Cl)cc1 | 22 | 4% | 7% | 14
CC1CCN(S(=O)(=O)c2cc(C(=O)N3CCN(c4ncccn4)CC3)ccc2Br)CC1 | -12 | x | -5% | x

An excerpt from above in order of their number in ALOX15B inhib, high to low:
canonical_smiles	PNC inhibitor	ALOX15B inhib	ALOX12 inhib
CCCCN(CCCC)C(=O)CSc1nnc(-c2cc(OC)c(OC)c(OC)c2)o1	8	3%	-3%
CCN1C(=O)OC2(CCCCC2)C1(C)O (stereo not given)	8	0%	2%
COc1cccc(NS(=O)(=O)CC23CCC(CC2=O)C3(C)C)c1 (stereo not given)	u	-4%	2%
CCOC(=O)N1CCC(N2CCN(S(=O)(=O)c3ccc(NC(C)=O)cc3)CC2)CC1	u	-6%	-2%

The list goes on.
SMILES | PNC inhibitor | ALOX15B inhib | ALOX12 inhib | IMPase cell inh
COc1cccc(Cn2c(NCC(C)C)nc3c2c(=O)n(C)c(=O)n3C)c1 | u | x | -11% | 0
CC1CCCC(C)N1C(=O)CSc1nnc(CSc2ncccn2)n1C (stereo not given) | -100* | 6% | -2% | 1
CCCCn1c(SCC(=O)Nc2cc(C)on2)nc2c1c(=O)n(C)c(=O)n2C | 6 | 13% | 0% | 5
CCOC(=O)C1C(=O)C=C(/C=C/c2ccc(N(C)C)cc2)CC1c1ccccc1 (stereo not given) | u | x | -2% | 1
O=C(Nc1ccccc1N1CCN(C(=O)c2ccc(Cl)cc2)CC1)c1cc(Br)ccc1Cl | 69 | -7% | 1% | 1
C=C1c2cccc(C(F)(F)F)c2O[C@H](C(=O)OCC)C1OC (mixture of isomers) | x | -6%[0.0915 µM] | -7%[0.00818 µM] | x
CCOc1ccc(C(=O)NCc2ccncc2)cc1 | 35 | -2% | -1% | 7
COCCN=c1scc(-c2cc(OC)c(OC)c(OC)c2)n1/N=C/c1c(C)[nH]c2ccccc12 | -29 | x | -5% | x
CCOc1ccc(Cn2nnc(C(=O)NCCc3ccc(Cl)cc3)c2N)cc1 | -6 | 2% | 0% | -1
CN1CC(c2ccc(Cl)c(Cl)c2)[C@@]2(COc3ccccc3C2=O)[C@@]12C(=O)Nc1ccccc12 (stereo not given in full) | -12 | 10% | -1% | 14
S=c1[nH]nc(-c2ccc(Br)cc2)n1Cc1ccco1 | u | 2%[11.4 µM] | -8% | -8[1.84 µM]
CCN(c1ccc(NS(=O)(=O)c2cc(Cl)ccc2Cl)cc1)C(C)C | 33 | x | -9% | x
